HEK293 tox = cytotoxic in the GLP-1 receptor inverse agonist counter-screen; HEK293 cAMP-luciferase reporter cells, luminescence, 24 h; AID 624418; Potency, µM (top dose mostly 38.3 µM), for inactives: at the highest dose activity change, negative = inhibition, actives largely listed as inhibitors; hit rate 0.13% among 410,000;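 note: loss of luciferase light is scored as toxicity; % is set by controls: 0 for no effect and ±100 for the full control effect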
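Seeding density was 200 cells/uL; after overnight-length (12 h) culture, 23 nL compounds went on for 24 h at 37 °C. Readout used a luciferase detection reagent, luminescence taken after 12 min at room temperature.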
KB-3-1 cytotox = kills parental KB-3-1 adenocarcinoma cells. hit rate 1.4% among 400,000. AID 1347075. KB-3-1 viability, CellTiter-Glo ATP luminescence, 72 h. Potency, µM (doses to about 46.1 µM), inactives show top-dose activity change, negative = cytotoxic, hits mostly cytotoxic; note: % is set by controls: 0 for no effect and ±100 for the full control effect; nearly all actives have a fitted effect of over 60% in size
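Multi-concentration cytotoxicity screen in KB-3-1 cells grown in DMEM lacking phenol red with 10% FBS. After 72 h at 37 °C with compound, ATP-dependent luminescence was recorded.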
GLP1R ag = GLP-1 receptor (human) agonism | HEK293 GLP-1R CRE-luciferase, luminescence, 4-6 h; cells express a hypersensitive GLP-1R form | Potency, µM (titrated, usually from 45.6 µM), for the others: at the top dose activation, most hits filed as activators | P43220 | hit rate 0.007% among 380,000 | AID 624172; note: % of control where 0% means no effect
Target sequence (P43220 whole entry, looked up): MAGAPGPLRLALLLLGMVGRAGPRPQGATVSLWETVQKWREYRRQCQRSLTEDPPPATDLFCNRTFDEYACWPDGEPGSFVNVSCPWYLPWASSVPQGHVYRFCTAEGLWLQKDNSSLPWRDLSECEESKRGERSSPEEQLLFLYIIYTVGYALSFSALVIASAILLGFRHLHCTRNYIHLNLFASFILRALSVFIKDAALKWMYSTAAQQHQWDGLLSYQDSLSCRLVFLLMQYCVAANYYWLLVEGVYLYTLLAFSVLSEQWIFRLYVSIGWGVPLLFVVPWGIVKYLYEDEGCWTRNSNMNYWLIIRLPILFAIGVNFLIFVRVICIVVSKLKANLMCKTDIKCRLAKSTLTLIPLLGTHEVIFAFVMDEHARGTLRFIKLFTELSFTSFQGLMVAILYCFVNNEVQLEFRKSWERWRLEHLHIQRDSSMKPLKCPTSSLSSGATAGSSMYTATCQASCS
HT1080 IDH1KD tx = toxicity to HT-1080 IDH1 knockdown cells (counter line) | HT-1080 IDH1 knockdown viability, ATP luminescence, 48 h | Potency, µM (series often up to 46.1 µM), for inactives: at the highest dose activity, negative = toxicity, actives largely listed as cytotoxic | hit rate 2% among 360,000 | AID 686971;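 note: 0% = DMSO wells and -100% = cell-free medium wells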
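CellTiter-Glo luminescence after 48 h compound exposure at 37 degrees C of IDH1-knockdown HT-1080 cells in 5% FBS RPMI. %Activity scaled between DMSO wells and cell-free media wells, with curves fitted and assigned curve classes.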
SW480 rereplic = induces DNA re-replication in SW480 colon adenocarcinoma cells | hit rate 1.8% among 340,000 | Potency, µM (series often up to 46.1 µM), inactives show top-dose re-replication activation, usual class: activators | SW480 DNA re-replication, Hoechst DNA content imaging, 48 h; note: % of control where 0% means no effect; nearly all actives have a fitted effect of over 55% in size
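Quantitative HTS format with DMSO vehicle controls; 48 hr drug incubation at 37 C, then 40 min Hoechst staining and scanning imager measurement at 405 nm excitation.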
TDP43 rescue = TDP-43 toxicity inhibition in yeast; AID 652104; hit rate 1.8% among 410,000; Potency, µM (highest dose often 46.1 µM), for the others: at the top dose growth rescue (activation), usual class: activators; TDP-43 expressing yeast growth rescue, BacTiter-Glo, 24 h; note: % of control where 0% means no effect; nearly all actives have a fitted effect of over 50% in size
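Galactose-induced TDP-43 yeast, OD600=0.02, compound pinned; 24 hr, 30 deg C; BacTiter-Glo luminescence for growth. Inhibitors of TDP-43 toxicity read as activators.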
HT1080NT lethal = kills 2HG-producing HT-1080-NT fibrosarcoma cells; HT-1080-NT fibrosarcoma viability, CellTiter-Glo ATP luminescence, 48 h; Potency, µM (doses to about 46.1 µM), inactives show top-dose activity, negative = less viability, usual class: cytotoxic; hit rate 1.6% among 360,000; AID 686970;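 note: NT is the 2HG producing partner of a matched IDH1 knockdown line; 0% = DMSO-treated cells and -100% = media-only wells without cells; nearly all actives have a fitted effect of over 55% in size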
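Luminescent CellTiter-Glo readout after 48 hours of compound exposure at 37 degrees C defined viability of HT-1080-NT cells. Activity was normalized to DMSO wells and cell-free media wells; concentration-response curves were fitted and assigned curve classes.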
GLP-1R inv ag = acts as inverse agonist at human GLP-1 receptor; hit rate 1.6% among 410,000; Potency, µM (top dose mostly 38.3 µM), for the others: top-dose activity change, negative = inhibition, actives largely listed as inhibitors; HEK293 GLP-1R CRE-luciferase, luminescence, 24 h; GLP-1R form is constitutively active; note: % is set by controls: 0 for no effect and ±100 for the full control effect; nearly all actives have a fitted effect of over 55% in size
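Readout was luciferase luminescence, measured 12 min after detection reagent at room temperature. Beforehand, GLP-1R reporter HEK293 cells had sat 12 h, then received compounds for 24 hr at 37 deg C.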
KB-V1 MDR tox = KB-V1 MDR subline cytotoxicity | KB-V1 MDR cells viability, CellTiter-Glo, 72 h | Potency, µM (doses to about 46.1 µM), for the others: top-dose activity change, negative = cytotoxicity, most hits filed as cytotoxic | hit rate 3.4% among 400,000 | AID 1347076; note: % is set by controls: 0 for no effect and ±100 for the full control effect; nearly all actives have a fitted effect of over 60% in size
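KB-V1, DMEM (no phenol red) + 10% FBS; cpd pin-transferred, titration series; 72 h, 37 degrees C; CellTiter-Glo, luminescence. Data normalized, curve-fit.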
Starred values were filed as active, the others as inactive; u = inconclusive; x = not tested or not shown; & = joins results of further samples; [ ] = dose if it differs, or a comment. Calls come from the whole dose curve; as a rule, active = well fitted curve in the direction sought with a large enough effect; inconclusive = small, poorly fitted or top-dose-only effect, or another doubt; inactive = no such curve, though single readings can be large; an effect the other way counts as inactive or inconclusive. Potency is the fitted concentration of half-maximal effect.

molecule	HEK293 tox	KB-3-1 cytotox	GLP1R ag	HT1080 IDH1KD tx	SW480 rereplic	TDP43 rescue	HT1080NT lethal	GLP-1R inv ag	KB-V1 MDR tox
Cc1cc(C)cc(N2C(=O)N(CC(=O)c3ccc(Br)cc3)c3ccccc3S2(=O)=O)c1	12%	5%	x	x	x	12%[9.22 µM]	x	-7%	6%
C=CCOC(=O)C1CC=CCC1C(=O)Oc1ccc(F)cc1F (centres undefined)	5%	-2%	-2%	3%	-1%	-18%	-4%	-3%	-15%
COc1cc([N+](=O)[O-])ccc1N	u	-2%	4%	-16%	-2%	-12%	-4%	1%	15%
O=C(/C=C/c1ccccc1)Nc1cccnc1	0%	12%	-4%	0%	-7%	16%	14%	10%	-11%
Cc1cc(C)nc(NS(=O)(=O)c2ccc(N3C(=O)C4C5C=CC(C5)C4C3=O)cc2)n1 (centres undefined)	-15%	-3%	-11%	16%	-11%	21%	12%	0%	-4%
CC(C)Sc1nc2ccccc2[nH]1	-2%	-3%	-6%	7%	-12%	18%	4%	14%	24%
CC(=O)N1CCCc2cc(S(=O)(=O)N3CCCC(C(=O)Nc4cc(C)ccc4C)C3)ccc21 (centres undefined)	-1%	-8%	4%	-15%	-3%	-15%	-1%	-11%	u
CCOc1ccc(S(=O)(=O)n2cc(-c3ccccc3)c(N)n2)cc1	-2%	2%	-7%	-24%	-1%	-24%	-13%[9.24 µM]	5%	2%
FC(F)(F)c1ccc(-n2ccnc2)nc1	6%	-2%	16%	1%	4%[9.22 µM]	-1%	0%	u	11%
Cn1c2ccccc2c2nn(-c3ccccc3)c(=O)cc21	2%	3%	1%	-2%	-4%	-9%	-3%[9.24 µM]	98%[activator]	3%
CC12CN3CC(C)(CN(C1)C3c1ccccc1F)C2 (centres undefined)	3%	-1%	7%	0%	-1%	1%	-4%	-4%	-16%
Clc1cccc(/C=N/Nc2nc(Cl)nc3ccccc23)c1	1%	u	8%	-2%	u	u	2%	2%	3%
CCn1cc(C(=O)NCc2ccccc2F)c(=O)c2ccc(C)nc21	2%	-2%	2%	24%	-9%	0%	17%	54%[activator]	-8%
CC(=O)NNc1cc(N2CCOCC2)nc(N2CCOCC2)n1	2%	-4%	6%	-1%	-2%	8%	13%	-27%	0%
COc1ccc2c(c1)c1nc3ccccc3nc1n2Cc1ccc(OC(C)C)c(OC)c1	-2%	14%	23%	u	x	11%	-12%	14%	u
COc1cc(NC(=O)c2cccc(S(=O)(=O)N3CCCCC3)c2)cc(OC)c1OC	-7%	-21%	-7%	-8%	1%	-3%	-6%	-23%	u
COc1ccc(C(=S)N2CCCC2)cc1OC	-2%	2%	-5%	7%	-1%	6%	8%	9%	9%
CCOC(=O)CNC(=O)c1cc2c(=O)oc3ccccc3c2s1	-5%	-6%	-3%	x	x	1%	x	-4%	11%
Cc1ccc2c(c1)C1(C(=O)N2C)N2CC3(C)CN1CC(C)(C2)C3=O (centres undefined)	1%	-1%	-8%	11%	15%	-24%	3%	0%	4%
COc1ccc2c(CN3CCN(c4ccccc4OC)CC3)cc(=O)oc2c1	-1%	0%	-3%	-5%	x	0%	1%	-25%	3%
COc1ccc(C(=O)COC(=O)CNC(=O)c2ccc(C)s2)c(OC)c1	-11%	5%	8%	8%	3%	15%	3%	4%	23%
CCC(=O)Nn1c(C2CCC2)nc2ccccc2c1=O	-4%	1%	1%	8%	-3%	-5%	2%	2%	14%
CC(=O)Nc1ccc(-n2nnnc2SCC(=O)Nc2cccc(NC(=O)c3ccco3)c2)cc1	4%	-6%	3%	-22%	-3%	2%	-5%	11%	-1%
CCOc1ccccc1NC(=O)C1CCCCN1S(=O)(=O)c1ccccc1 (centres undefined)	3%	u	4%	-2%	12%	18%	-1%	u	8.2µM*
Nc1nc(OCC(F)(F)F)cc(Oc2ccccc2F)n1	-25%	-16%	24%	-27%	-3%	11%	4%	u	-16%
COc1cc2c(cc1OC)C(c1ccccc1)NCC2 (centres undefined)	-6%	-1%	0%	3%	5%	-9%	6%	3%	8%
CC(CNC(=O)Cn1ccc(N)nc1=O)c1ccccc1 (centres undefined)	-4%	-24%	7%	0%	19%	-5%	27%	-3%	9%
N#C/C(=C\c1ccc(Cl)cc1Cl)c1n[nH]c(Cn2cncn2)n1	-8%	1%	-8%	-1%	2%	6%	-11%	6%	-5%
Cc1c(C(=O)N2CCN(c3ccccc3)CC2)oc2c1C(=O)CC(C)(C)C2	5%	x	-8%	4%	2%	31%	2%	-16%	x
CCOC(=O)C[C@H]1c2cc(F)ccc2S(=O)(=O)N1C1CCCC1	23%	-1%&-10%	6%	6%	-5%	7%	2%	-6%	u

Quoted at random: two entries already listed, in no set order.
molecule	HEK293 tox	KB-3-1 cytotox	GLP1R ag	HT1080 IDH1KD tx	SW480 rereplic	TDP43 rescue	HT1080NT lethal	GLP-1R inv ag	KB-V1 MDR tox
COc1ccc(C(=O)COC(=O)CNC(=O)c2ccc(C)s2)c(OC)c1	-11%	5%	8%	8%	3%	15%	3%	4%	23%
O=C(/C=C/c1ccccc1)Nc1cccnc1	0%	12%	-4%	0%	-7%	16%	14%	10%	-11%

Arranged by formula weight (rising): 3 of the compounds above.
molecule	HEK293 tox	KB-3-1 cytotox	GLP1R ag	HT1080 IDH1KD tx	SW480 rereplic	TDP43 rescue	HT1080NT lethal	GLP-1R inv ag	KB-V1 MDR tox
CCOC(=O)CNC(=O)c1cc2c(=O)oc3ccccc3c2s1	-5%	-6%	-3%	x	x	1%	x	-4%	11%
CCn1cc(C(=O)NCc2ccccc2F)c(=O)c2ccc(C)nc21	2%	-2%	2%	24%	-9%	0%	17%	54%[activator]	-8%
COc1cc(NC(=O)c2cccc(S(=O)(=O)N3CCCCC3)c2)cc(OC)c1OC	-7%	-21%	-7%	-8%	1%	-3%	-6%	-23%	u

Other records
molecule	HEK293 tox	KB-3-1 cytotox	GLP1R ag	HT1080 IDH1KD tx	SW480 rereplic	TDP43 rescue	HT1080NT lethal	GLP-1R inv ag	KB-V1 MDR tox
O=C1CCN(Cc2ccc(Cl)cc2Cl)C(=O)N1	4%	0%	16%	-9%	-17%	3%	0%	23%	1%
OCC1(Cc2ccccc2)CCCN(C2CCCC2)C1 (centres undefined)	4%	-22%	1%	-1%	u	-8%	-7%	-16%	-16%
Cc1cc(C)c(C(O)c2ncc(-c3ccccc3F)[nH]2)c(C)c1 (centres undefined)	14%	-1%	0%	u	x	0%	u	u	1%
CCOC(=O)c1cc(C#N)c(SCC(=O)O)[nH]c1=O	6%	2%	-2%	2%	-1%	-19%	-10%	-8%	15%
Cc1ccc(NC(=S)Nc2ccc(Br)cc2)cc1	6%	5%	-14%	-10%	-1%	2%	1%	-3%	0%
COC(=O)c1c(-c2ccccc2Cl)noc1-c1cnc(N)nc1C(F)(F)F	15%	-1%	9%	19%	-8%	-7%	11%	19%	12%
O=C(CSc1nnc(-c2ccccc2)n1CC1CCCO1)N1CCCC1 (centres undefined)	7%	0%	5%	7%	-12%	17%	6%	0%	9%
C=CCN1C(=O)c2ccc(C(=O)OCC(=O)N3CCN(c4ccccc4)CC3)cc2C1=O	-1%	-4%	7%	-4%	-3%	-2%	-3%	-1%	4%
Cc1ccc(S(=O)(=O)/N=C(\CN2CCOCC2)N2CCCC2)cc1	1%	-14%	1%	6%	-7%	-25%	3%	6%	u
CN1C(=O)OC(C)(CCc2ccccc2)C1(C)O (centres undefined)	-15%	-5%	-2%	7%	-7%	8%	11%	-2%	0%
CCN(CC)CCNS(=O)(=O)c1ccc2[nH]cc(C(=O)O)c(=O)c2c1	7%	8%	-1%	-1%	-6%	-22%	5%	0%	19%
Cc1ccc(Cl)c(OCC(=O)Nc2ccc(S(=O)(=O)NC3=NCCCCC3)cc2)c1	-12%	-6%	8%	10%	0%	12%	3%	-21%	-5%
O=C(O)c1ccc(S(=O)(=O)N2CCc3ccccc3C2)cc1	9%	2%	1%	1%	u	24%	2%	16%	18%
CC1CN(C(=S)NC(=O)c2ccco2)CC(C)O1 (centres undefined)	u	14%	-24%	9%	-23%	-9%	12%	-20%	-10%
COc1ccc(C(=O)N[C@H](C(=O)NCc2cccs2)C(C)C)cc1	2%	-22%	-6%	16%	-3%	20%	5%	-15%	-17%
COc1c(Br)cc(Br)cc1/C=N/NC(=O)c1cccnc1	-27%	16µM*	-6%	u	4%	11%	-18%	u	-3%
CCOC(=O)c1c(C)c(-c2ccccc2)n(CC(=O)Nc2cc(OC)cc(OC)c2)c1C	-5%	-5%	-1%	x	x	2%	x	u	-20%
CCOC(=O)CSc1nnc(CNc2cccc(Cl)c2)n1C	0%	-5%	0%	15%	-1%	10%	22%	4%	7%
COCCNc1nc(-c2cc3ccccc3o2)cs1	-4%	-9%	-1%	-1%	3%	u	-2%	u	u
Sc1oc(-c2ccccc2)cc1C=Nc1ccccc1	-36%	-20%	5%	11µM*	13µM*	11%	7.9µM*	u	-9%
CC(C)C(CC(=O)NCc1ccco1)c1ccco1 (centres undefined)	4%	7%	-8%	22%	-1%	17%	10%	19%	-3%
Nc1nc2ccc(C(=O)NCCOC(=O)C3CCCCC3)cc2s1	6%	0%	-3%	-13%	-59%[inhibitor]	-13%	-2%	7%	15%
NNc1nc2cccnc2n(CCNc2ncc(C(F)(F)F)cc2Cl)c1=O	23%	u	6%	u	1%	6%	-22%	46%[activator]	u
Nc1nc(NCc2c(F)cccc2Cl)nn1-c1ccccc1	-28%	u	7%	-26%	5%	-10%	-20%	-19%	-13%
Cc1sc2ncnc(Sc3nnnn3-c3ccccc3)c2c1C	-23%	u	-3%	7.1µM*	u	15%	10µM*	12%	u
Cc1cc(C)c(NC(=O)CN(C)CC(=O)N(C)CC(=O)Nc2c(Cl)cccc2Cl)c(C)c1	1%	-11%	0%	-3%	-2%	-14%	0%	15%	-21%
Cc1csc(CNC(=O)c2ccc(OC3CCN(CCc4ccccc4)CC3)cc2)n1	-30%	-29%	0%	-25%	24%	-6%	-27%	u	-9%

Screens from PubChem.
